S3 lipid droplet = qHTS Assay for Lipid Storage Modulators in Drosophila S3 Cells. Drosophila S3 cells, BODIPY lipid droplet fluorescence, 18-24 h; cells fed with added oleic acid. lipid storage change, negative = inhibition, % at the top dose, mostly 46.1 µM; hits show Potency in µM. 320,000 tested, 0.64% active. AID 2685, 2010; active means well fitted inhibition curve with a large enough effect in the signal ratio, with a control signal flat, not every such curve was filed as active; inconclusive means small, poorly fitted or top-dose-only effect, or effect the other way, or a change in a side signal; the % refers to the signal ratio
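Drosophila S3 cells got compounds at several concentrations plus oleic acid (400 uM solution). Laser-scanning cytometry with 488 nm excitation read lipid droplets at 500-530 nm and cells at 575-640 nm. Percent activity was relative to 20 uM Triacsin C.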
S3 lipid droplet cell count max = recorded beside S3 lipid droplet, whose call it bears; cell number change, %; measured here: cell count max response;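 cells counted by Cell Tracker Red CMTPX staining in the red channel; peak over a dose series mostly up to 46.1 µM; percent activity relative to internal control wells on each plate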
Active calls of the source: *; i = inactive; ? = inconclusive; / = not tested or not shown; [ ] = dose if it differs, or a comment. On the % scale 0 is the no-effect control and ±100 the full control effect; potency means the concentration at half of the fitted maximal effect. Only part of the results is shown; the hit share may differ from the screen's.

SMILES	S3 lipid droplet	S3 lipid droplet cell count max
COc1cc(/C=C(\NC(C)=O)C(=O)N2CCCCC2)ccc1OC(C)=O	8%	13
Cc1ccc(NC(=O)CSc2nc(=O)cc(N)n2CCc2ccccc2)cc1	-1%	-13
CCc1ccc(NC(=O)NCc2cccnc2)cc1	?	/
O=C(CSc1ccc(-c2ccco2)nn1)Nc1ccc(F)cc1F	-16%	21
O=C(Nc1ccnn1C1CCN(Cc2ccccc2)CC1)c1ccccc1Cl	?	/
Cc1ccc(Cl)cc1-n1c(SCC(=O)NCCC2=CCCCC2)nc2n[nH]c(C)c2c1=N	-17%	-12
Cc1cc(C)c(-c2nc3ccccc3s2)[nH]1	?	/
O=C(COC(=O)c1c[nH]c(=O)[nH]c1=O)Nc1cccc([N+](=O)[O-])c1	?	/
CCOC(=O)CNC(=O)Nc1cc(C(C)(C)C)nn1-c1ccccc1	14%	-18
CCc1ccc(NC(=O)CSc2nnc(-c3n[nH]c4ccccc34)n2-c2ccccc2)cc1	?	/
CCOc1cc(NC(=S)NCCOC)c(OCC)cc1NC(=O)c1ccco1	9%	3
CCSc1ccc([C@@H]2[C@H]3C(=O)N(C)C(=O)[C@H]3[C@]3(C(=O)OC)CCCCN23)cc1OC	?	/
O=C(CC1C(=O)N(c2ccccc2)C(=S)N1c1ccccc1)c1ccc(Br)cc1 (centres undefined)	0%	-17
O=C(NCCS(=O)(=O)N1CCC2(CC1)OCCO2)c1ccccc1	?	/
O=C(C(=O)N1CCN(c2ccccc2F)CC1)c1cn(CC(=O)N2CCOCC2)c2ccccc12	i	24
O=C(CSc1nnc(-c2cccnc2)o1)Oc1ccccc1	-10%	-4
O=S(=O)(NC1CCN(S(=O)(=O)c2ccc3c(c2)OCCO3)C1)c1c(F)cccc1F (centres undefined)	?	/
COCc1cc(C)nc(SCC(=O)N2CCC(C)CC2)c1C#N	?	/
CC(=O)NC1C(=O)N=C(SCC(=O)NC(C)c2ccccc2)NC1=O (centres undefined)	-4%	/
COc1ccc(NS(=O)(=O)c2ccc(N3CCOCC3)c(NC(=O)C(C)C)c2)cc1	?	/
N#C/C(=C\c1ccc(OCc2ccccc2)cc1)C(=O)Nc1nc2c(s1)CCN(Cc1ccccc1)C2	?	/
Cc1cc(C)c2c(N)c(-c3nnc(SCc4ccc(Cl)cc4)n3C)sc2n1	-2%	-3
CCCOc1ccc(CCc2n[nH]c(=S)n2-c2ccccc2)cc1	-19%	-17
COc1ccc(-c2oc(NC(=O)CCl)c(C#N)c2-c2ccc(OC)cc2)cc1	?	/
CN(C)S(=O)(=O)Oc1ccccc1C(=O)Nc1cccc(C(F)(F)F)c1	?	/
COC(=O)C1CCN(C(=O)Cc2ccccc2OC)CC1	7%	-23
COc1ccc(C2C(C(=O)N3CCOCC3)=C(C)NC3=C2C(=O)CC(C)(C)C3)cc1O (centres undefined)	?	/
CCCCN(C)Cc1c(C)[nH]c2ccc(C)cc2c1=O	?	/
CCc1cccc(CC)c1NC(=O)c1ccc(-n2cncn2)nc1	4%	7
Cc1sc2nc(N3CCOCC3)[nH]c(=O)c2c1-c1ccccc1	?	/
CCOC(=O)CSc1nnc(CNC(=O)c2ccc(S(=O)(=O)N(C)C)cc2)n1C	12%[9.22 µM]	4
Cn1c(=O)c2c(c3ccccc31)OC(C)(C)CC2	?	/
COc1ccc(/C=C/C(=O)OCC(=O)Nc2ccc(C)cc2)cc1S(=O)(=O)N1CCOCC1	-7%	18
O=C(CSc1nnc(COc2cccc3ccccc23)o1)N1CCN(C(=O)c2ccco2)CC1	2%	6
CC#CCCc1nc2ccccc2c(=O)n1N	?	/
O=C1NC2(CCCCCC2)C(=O)N1Cc1cccc(Cl)c1	18%	15
Cc1ccc(S(=O)(=O)Nc2cccc(-n3cnnn3)c2)cc1C(=O)O	?	/
O=C(Cc1ccccc1)N/N=C/c1ccc2cccc(O)c2n1	?	/
Cc1ccsc1-c1nc(-c2ccccc2)c(-c2ccccc2)[nH]1	?	/
CCN(CC)S(=O)(=O)c1ccc2c(c1)nc(CCC(=O)OCC(=O)N1CCc3ccccc31)n2C	23%	0
COc1cccc(/C=C/C(=O)OCC(=O)NCC2CCCO2)c1 (centres undefined)	4%	14
O=c1[nH]c2ccc(S(=O)(=O)Nc3ccc(Cl)cc3)cc2[nH]1	-5%	15
O=C(COc1ccc(Br)cc1CO)Nc1ccc(S(=O)(=O)N2CCCC2)cc1	?	/
COCCCN(C(=O)Cc1ccc(Cl)c(Cl)c1)c1c(N)n(Cc2ccccc2)c(=O)[nH]c1=O	?	/
CC1CCN(C(=O)C2CCN(c3ncnc4c3nc3n4CCCCC3)CC2)CC1	3.7µM*	-15*
Cc1ccc(Nc2cc(=O)oc3ccccc23)c(C)c1	-11%	-10
Cc1ccc(C(=O)NNC(=O)CCCCC(=O)NNC(=O)c2ccc(C)cc2)cc1	19%	-9
CN(C)/N=C/C=C1\CCC/C(=C\c2ccc(F)c(F)c2)C1=O	?	/
Cn1c(=NC(=O)c2ccccc2[N+](=O)[O-])sc2cc(S(C)(=O)=O)ccc21	?	/
Cc1cccc(NC(=O)N2CCC(C(=O)c3ccc(F)cc3)CC2)c1	?	/
O=C(Nc1nccs1)c1cc2sccc2n1Cc1ccc(F)cc1	1%	-28
Cc1cccc(NC(=O)c2ccc(OCc3c(C)noc3C)cc2)n1	-13%	-1
O=C(Nc1cccc(-n2cnnn2)c1)c1ccc(Cl)cc1Cl	?	/
Cc1ccc(NC(=O)COC(=O)C2COc3ccccc3O2)cc1S(=O)(=O)N1CCOCC1 (centres undefined)	?	/
CC(/C=C1\SC(=S)N(c2ccc(C(=O)O)cc2)C1=O)=C\c1ccccc1	?	/
CCOc1ccc(NC(=O)COc2ccc(C(=O)NC(C)c3ccc(S(N)(=O)=O)cc3)cc2OC)cc1 (centres undefined)	?	/
COCCN(C(=O)COC(=O)/C=C/c1cccc(OC)c1)c1c(N)n(CC(C)C)c(=O)[nH]c1=O	?	/
Cc1cnc(=O)[nH]c1SCc1ccc([N+](=O)[O-])cc1	?	/
Cc1ccc(/C=N/NC(=O)c2cc(-c3ccccc3)nc3ccccc23)o1	?	/
O=C(C1CCCN1S(=O)(=O)c1cccc2cccnc12)N1CCn2c1nc1ccccc12 (centres undefined)	12%	-2

Next part
SMILES	S3 lipid droplet	S3 lipid droplet cell count max
Cc1cc2nc(-c3ccc(SCC(=O)N4CCN(C(=O)c5ccco5)CC4)nc3)[nH]c2cc1C	i	/
CCNS(=O)(=O)c1ccc(CCC(=O)Nc2ccc(C(=O)OC)cc2)cc1	?	/
COCCNC(=S)Nc1ccccc1[N+](=O)[O-]	-7%	3
Cc1ccc(S(=O)(=O)NC(C(=O)N2CCOCCOCCOCC2)c2ccccc2)cc1 (centres undefined)	?	/
COc1ccc(-n2nnnc2SC(C)C(=O)NC2CCCC2)cc1 (centres undefined)	?	/
COc1ccc(CNC(=O)COC(=O)c2ccc(OCc3c(C)noc3C)cc2)cc1OC	?	/
NC(=O)c1ccc(N2CCN(c3ccccc3O)CC2)c([N+](=O)[O-])c1	?	/
N#Cc1ccc(CSc2nnc3[nH]c(=O)cc(N)n23)cc1	-2%	1
CN(C)S(=O)(=O)c1ccc(C(=O)NCCOc2ccc(F)cc2)cc1	18µM*	5.8*
COC(=O)CNC(c1ccccc1)c1cc(Cl)ccc1NC(=O)c1cccc(Cl)c1 (centres undefined)	?	/
COc1ccc(N2CCN(c3nc4c(C)cccn4c(=O)c3/C=C(\C#N)C(N)=O)CC2)cc1	-14%	-11
CCOc1ccc(C(=O)Nc2ccc(S(=O)(=O)NCC3CCCO3)cc2)cc1OCC (centres undefined)	?	/
Cc1ccc(NC(=O)c2ccc(OC(=S)N3CCOCC3)cc2)cc1	-9%	15
COC(=O)C1CCN(CC(=O)Nc2cc(Cl)ccc2OC)CC1	-7%	-20
CCC1CCCCN1CCNC(=O)C1CCN(S(=O)(=O)c2cccc3nsnc23)CC1 (centres undefined)	?	/
Cc1cc(C(=O)Nc2ccc3c(c2)OCCO3)c2ccccc2n1	12%	11
COc1ccc2c(CC(=O)Nc3cccc(S(=O)(=O)N4CCOCC4)c3)coc2c1	-4%	14
Cc1cccc(Oc2cc([N+](=O)[O-])cc3c2C(=O)Nc2ccccc2O3)c1	?	/
Cc1ccc(CSc2nnc(-c3ccncc3)o2)c(C)c1	8%	-12
COc1ccc(/C=C2\SC(=S)N(CCC(=O)N3CCCCC3)C2=O)cc1	15%	-2
NNC(=O)COc1ccc(F)cc1	9%	-3
CCCCCC/C(C=O)=C\c1ccccc1	?	/
CCOC(=O)c1ccc(-c2ccc3c(c2)CCC3)nc1C	5%	-2
Cc1cc(C(F)(F)F)nn1CC(=O)NCc1ccccc1	?	/
CCN1C(=O)N(CC)C2C1N(C(C)=O)C(=O)N2C(C)=O (centres undefined)	1%	13
COc1cc(OC)cc(C(=O)Nc2nnc(-c3cccnc3)o2)c1	-16%	6
COc1ccccc1-c1nnc(NC(=O)c2ccc(S(=O)(=O)N3CCOCC3)cc2)o1	-4%	3
Cc1ccc(NC(=O)CN2CCN(CCN=CC3=C(O)CC(c4ccc(C)cc4)CC3=O)CC2)cc1 (centres undefined)	-14%	-5
COc1ccc(OC)c(C2=NOC(C(=O)NCc3cccs3)C2)c1 (centres undefined)	-1%	20
O=C(NCc1ccco1)c1cc2nc(C3CC3)cc(C(F)(F)F)n2n1	?	/

Single records (already shown). Order of values: S3 lipid droplet	S3 lipid droplet cell count max
COc1cccc(/C=C/C(=O)OCC(=O)NCC2CCCO2)c1 (centres undefined) is listed with 4%	14
CCc1ccc(NC(=O)CSc2nnc(-c3n[nH]c4ccccc34)n2-c2ccccc2)cc1 is listed with ?	/
CCOc1cc(NC(=S)NCCOC)c(OCC)cc1NC(=O)c1ccco1 is listed with 9%	3

(next part)
SMILES	S3 lipid droplet	S3 lipid droplet cell count max
CC(C)NC(=O)c1sc2nc3c(c(-c4cccs4)c2c1N)CN(C)CC3	?	/
COc1ccccc1C(=O)n1nc(-c2cccnc2)nc1NCc1ccccc1	-5%	4
CCCCN(C)C(=S)Nc1ccc(Oc2ccccc2)cc1	7%	3
CN(C)C(CNC(=O)c1ccccc1OCc1ccc(Cl)cc1)c1ccco1 (centres undefined)	4%	/
Cn1c(Oc2ccc(F)cc2)c(C=O)c2ccccc21	?	/
COc1ccccc1N1CCN(C(=O)c2sc3nc(C)nc(N4CCN(c5ccccn5)CC4)c3c2C)CC1	?	/
Cc1c(OC(C)C(=O)N2C[C@H]3C[C@@H](C2)c2cccc(=O)n2C3)ccc2c3c(c(=O)oc12)CCC3 (some centres undefined)	?	/
Cc1cc(NC(=O)CN2CCN(c3ccc(O)cc3)CC2)no1	13%	-5
O=C(Nc1ccc(S(=O)(=O)N2CCCCC2c2cccnc2)cc1)c1c(F)cccc1F (centres undefined)	?	/
CCCN1C2CCCC1CC(NC(=O)NC13CC4CC(CC(C4)C1)C3)C2 (centres undefined)	?	/
CCC(C(=O)NC(C)(C)C)N(C(=O)Cn1nnc(-c2ccccc2F)n1)c1cccc2c1CCCC2 (centres undefined)	?	/
Cc1cc2occ(CC(=O)NC3=NCCS3)c2cc1C(C)C	?	/
CCOc1ccccc1N(CC)C(=O)Cn1ncc2c(=O)oc3ccccc3c21	4%	-19
O=C(NN1CC(C(=O)OCc2ccc(Br)cc2)CC1=O)c1ccccc1 (centres undefined)	?	/
Cc1[nH]nc2ncc(C(=O)c3cc(Cl)cc(Cl)c3O)cc12	?	/
Cc1ccc(NC(=O)C2CCCN(S(=O)(=O)c3ccc4[nH]c(=O)ccc4c3)C2)nc1 (centres undefined)	?	/
Cc1nnc2sc(SCc3ccccc3)nn2c1=O	?	/
C/C(=N\NC(N)=S)C1=CCC2C3CC[C@H]4CC(O)CC[C@]4(C)C3CC[C@]12C (some centres undefined)	-7%	-7
Cc1ccc(NC(=O)c2c([N+](=O)[O-])c(C(C)(C)C)nn2C)c(C)c1	?	/
Nc1nnc(CC(=O)N/N=C/c2ccc(-c3cccc(C(=O)O)c3)o2)s1	0%	19
CCN=C1SC(C(=O)NCCc2ccccc2)CC(=O)N1CC (centres undefined)	?	/
CCS(=O)(=O)Nc1cccc(C2=NN(C(=O)c3ccco3)C(c3ccco3)C2)c1 (centres undefined)	i	14
COc1ccc(-c2[nH]ncc2CNC(C)CCn2cccn2)cc1F (centres undefined)	?	/
O=C1C2C3C=CC(C3=C(c3ccccc3)c3ccccc3)C2C(=O)N1CCO (centres undefined)	?	/

In the list so far, these have a Cl atom:
SMILES	S3 lipid droplet	S3 lipid droplet cell count max
O=C(Nc1ccnn1C1CCN(Cc2ccccc2)CC1)c1ccccc1Cl	?	/
Cc1ccc(Cl)cc1-n1c(SCC(=O)NCCC2=CCCCC2)nc2n[nH]c(C)c2c1=N	-17%	-12
Cc1cc(C)c2c(N)c(-c3nnc(SCc4ccc(Cl)cc4)n3C)sc2n1	-2%	-3
COc1ccc(-c2oc(NC(=O)CCl)c(C#N)c2-c2ccc(OC)cc2)cc1	?	/
O=C1NC2(CCCCCC2)C(=O)N1Cc1cccc(Cl)c1	18%	15
O=c1[nH]c2ccc(S(=O)(=O)Nc3ccc(Cl)cc3)cc2[nH]1	-5%	15
COCCCN(C(=O)Cc1ccc(Cl)c(Cl)c1)c1c(N)n(Cc2ccccc2)c(=O)[nH]c1=O	?	/
O=C(Nc1cccc(-n2cnnn2)c1)c1ccc(Cl)cc1Cl	?	/
COC(=O)CNC(c1ccccc1)c1cc(Cl)ccc1NC(=O)c1cccc(Cl)c1 (centres undefined)	?	/
COC(=O)C1CCN(CC(=O)Nc2cc(Cl)ccc2OC)CC1	-7%	-20
CN(C)C(CNC(=O)c1ccccc1OCc1ccc(Cl)cc1)c1ccco1 (centres undefined)	4%	/
Cc1[nH]nc2ncc(C(=O)c3cc(Cl)cc(Cl)c3O)cc12	?	/

Bioassay records deposited in PubChem by National Center for Advancing Translational Sciences (NCATS).
